Abeta rescue – restores growth of yeast expressing A-beta42 peptide | yeast expressing A-beta42, growth rescue, OD600, 48 h; response scale: 0% DMSO, 100% iron-clioquinol control | Potency, µM (series often up to 46.1 µM), for inactives: at the top dose growth rescue, most hits filed as activators | hit rate 0.063% among 410,000; note: potency is the fitted concentration of half-maximal effect; nearly all actives have a fitted effect of over 55% in size
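Growth rescue measured by 600 nm absorbance after 48 h yeast culture at 30 C with compound. Values normalized between DMSO and an equimolar ferric chloride plus clioquinol control.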
IL2 activator – IL-2 activation; AID 652025; activation, % (series mostly up to about 46 µM); hit rate 0.065% among 360,000; IL-2 activation reporter assay, cell-based qHTS; stimulated with anti-CD3/CD4/CD28 beads; in transgenic mouse T cells; in the data active = activation above about 50%; inconclusive = mostly about 30% to 49%; note: 0% is about no effect
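Using fluorescent plate cytometry, EGFP and DsRed are detected in transgenic mouse T cells stimulated 18 h at 37 degrees C with antibody-coated beads after 60 min compound pretreatment.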
FUS suppressor – FUS proteinopathy suppression in yeast | S. cerevisiae FUS-expressing, growth rescue, OD600, 24 h | Potency, µM (titrated, usually from 76.6 µM), without a hit: at the highest dose growth rescue (activation), usual class: activators | hit rate 0.24% among 390,000;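 note: potency is the fitted concentration of half-maximal effect; plate controls were DMSO vehicle for no effect and reference control for full effect; nearly all actives have a fitted effect of over 55% in size; some results filed as inactive show a strong effect at the top dose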
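Read-out: OD at 600 nm after 24hr at 30C, reporting rescue of FUS-induced yeast toxicity. Cells at OD 0.005 in galactose (2%) minimal medium; compounds tested in a dilution series; CP55940 titration from 92uM final as control.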
aSyn rescue – inhibitors of alpha-synuclein toxicity in yeast | Yeast expressing alpha-synuclein, growth rescue, BacTiter-Glo, 24 h | Potency, µM (top dose mostly 46.1 µM), without a hit: at the top dose growth rescue (activation), most hits filed as activators | hit rate 0.14% among 370,000 | AID 652106; note: potency is the fitted concentration of half-maximal effect; % of control where 0% means no effect; nearly all actives have a fitted effect of over 65% in size
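Galactose-induced alpha-syn yeast (OD600=0.02, raffinose-pregrown) + pinned cpd, 24 hr, 30 deg C; growth by BacTiter-Glo luminescence. Growth restoration scores as activation.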
PLK1 PBD inh – PLK1 (human) polo-box domain binding inhibition; P53350; Plk1 PBD binding of FITC phosphopeptide, fluorescence polarization; Potency, µM, inactives show max response, negative = inhibition, usual class: inhibitors; hit rate 2.8% among 360,000; AID 720504; note: potency is the fitted concentration of half-maximal effect; series mostly up to about 57 µM; % is set by controls: 0 for no effect and ±100 for the full control effect; nearly all actives have a fitted effect of over 65% in size
PI5P4Ka inh – blocks human PI5P4K alpha kinase activity; P48426; PI5P4Kalpha enzyme, ADP-Glo luminescence, 60 min; stronger effect = lower value; max response, %; hit rate 1.2% among 330,000; active = max response of -50% or lower; inconclusive = between -30% and -50%; inactive = -30% or higher; note: value at the top dose of about 77 µM; % is set by controls: 0 for no effect and ±100 for the full control effect
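ADP-Glo luminescence end-point after a 60 min room-temperature kinase reaction. PI5P4Kalpha and substrate in HEPES pH 7.4 buffer with EGTA, 0.1% CHAPS and 5% DMSO; ATP at 5 microM final.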
EPAC1 antag – EPAC1 (human) antagonism; hit rate 0.14% among 360,000; Potency, µM (top dose mostly 115 µM), for inactives: top-dose activity change, negative = inhibition, most hits filed as inhibitors; O95398; EPAC1 GEF assay, Rap1b-BODIPY-GDP exchange fluorescence;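 note: potency is the fitted concentration of half-maximal effect; plate controls were vehicle for no effect and positive control for full effect; nearly all actives have a fitted effect of over 50% in size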
Target sequence (O95398 whole entry, looked up): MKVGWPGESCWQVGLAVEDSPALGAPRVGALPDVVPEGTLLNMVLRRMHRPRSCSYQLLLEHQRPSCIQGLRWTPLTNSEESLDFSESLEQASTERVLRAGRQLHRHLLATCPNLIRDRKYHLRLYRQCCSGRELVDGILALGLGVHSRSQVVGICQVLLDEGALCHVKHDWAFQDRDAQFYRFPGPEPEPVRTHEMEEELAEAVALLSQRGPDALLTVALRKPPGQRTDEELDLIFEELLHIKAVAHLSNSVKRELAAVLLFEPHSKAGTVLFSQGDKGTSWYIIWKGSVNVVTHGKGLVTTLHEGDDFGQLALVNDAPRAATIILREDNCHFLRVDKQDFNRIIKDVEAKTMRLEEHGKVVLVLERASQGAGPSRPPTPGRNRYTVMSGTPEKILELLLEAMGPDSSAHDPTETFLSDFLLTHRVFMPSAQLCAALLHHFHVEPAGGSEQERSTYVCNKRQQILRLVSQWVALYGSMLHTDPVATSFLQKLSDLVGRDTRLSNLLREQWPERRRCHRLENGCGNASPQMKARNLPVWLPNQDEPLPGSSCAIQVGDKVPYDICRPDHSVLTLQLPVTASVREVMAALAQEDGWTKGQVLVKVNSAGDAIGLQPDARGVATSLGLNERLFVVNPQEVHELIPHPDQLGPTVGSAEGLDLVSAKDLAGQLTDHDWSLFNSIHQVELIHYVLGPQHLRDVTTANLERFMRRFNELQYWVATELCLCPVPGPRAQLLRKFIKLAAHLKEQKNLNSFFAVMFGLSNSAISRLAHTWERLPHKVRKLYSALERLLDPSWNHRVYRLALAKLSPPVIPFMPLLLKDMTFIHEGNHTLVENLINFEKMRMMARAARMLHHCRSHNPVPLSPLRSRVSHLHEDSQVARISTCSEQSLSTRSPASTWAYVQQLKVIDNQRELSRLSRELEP
EPAC1 ag – agonists of human EPAC1. O95398. EPAC1 agonist qHTS, biochemical assay; response scale: 100% = response to 6.5 mM cAMP. Potency, µM (highest dose often 154 µM), for the others: at the highest dose activation, hits mostly activators. hit rate 0.073% among 360,000. AID 720707; note: potency is the fitted concentration of half-maximal effect; nearly all actives have a fitted effect of over 60% in size
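EPAC1 100 nM, Rap1B–BODIPY-GDP 250 nM, unlabeled GDP 50 uM; compound titration; 5 min RT; kinetic read ex480/em540 at 5-min intervals ×30 min; data normalized to 6.5 mM cAMP agonist control.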
WRN inhibitor – inhibitors of human WRN helicase | AID 651768 | WRN helicase unwinding, fluorescent forked duplex, kinetic | Potency, µM (highest dose often 114 µM), inactives show at the top dose activity change, negative = inhibition, usual class: inhibitors | Q14191 | hit rate 0.46% among 360,000; note: potency is the fitted concentration of half-maximal effect; % is set by controls: 0 for no effect and ±100 for the full control effect; nearly all actives have a fitted effect of over 55% in size
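WRN at 20 nM final preincubated with compound 15 min at room temperature; reaction started with 100 nM fluorophore/quencher forked duplex oligonucleotide and 2 mM ATP final. Unwinding followed kinetically by red fluorescence (ex 525, em 598 nm).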
The depositor's hits bear a star; ? = inconclusive; nt = not tested or not shown; & = joins results of further samples; [ ] = another dose, or the depositor's remark. Unless noted, calls come from the whole dose curve; as a rule, active = well fitted curve in the direction sought with a large enough effect; inconclusive = small, poorly fitted or top-dose-only effect, or another doubt; inactive = no such curve, though single readings can be large; an effect the other way counts as inactive or inconclusive. No enrichment for hits. Share with any hit: about 4.1%.

SMILES	Abeta rescue	IL2 activator	FUS suppressor	aSyn rescue	PLK1 PBD inh	PI5P4Ka inh	EPAC1 antag	EPAC1 ag	WRN inhibitor
O=C(Nc1ccccc1Cl)C1Cc2ccccc2O/C1=N\O (configuration not stated)	-8.1%	0.3	-37.8%	0.4%	-3.2%	4.1	-14.8%	-4.9%	-2.4%
O=C(CCN1CCN(C/C=C/c2ccccc2)CC1)Nc1cccc(F)c1	10.9%	0.2	-31.7%	4.3%	7.0%	9.6	-4.6%	11.5%	-7.4%
COCCC(=O)N1CCC(Oc2ccc(C(=O)NCc3cccc(C)n3)cc2)CC1	0.0%	0.0	nt	-2.6%	-11.0%	8.2	-30.3%	-3.3%	-17.7%
O=C(NCc1ccco1)/C(=C/c1cccc([N+](=O)[O-])c1)NC(=O)c1ccco1	-12.4%	-3.4	22.3%	-3.1%	-9.5%	-2.5	-22.6%	1.2%	-2.7%
Cc1ccccc1NC(=O)N1CCC(C(=O)c2ccc(F)cc2)CC1	-2.2%	0.8	-31.7%	-6.3%	-13.6%	4.2	-23.3%	6.1%	1.3%
COc1ccc(S(=O)(=O)N2CCOCC2)cc1NC(=O)Cc1ccccc1Cl	-1.2%	0.2	-22.5%	2.8%	-0.8%	6.6	3.3%	-7.9%	1.5%
COc1ccc(C(=O)NCc2ccccc2C)cc1S(=O)(=O)NC1CCCC1	-0.6%	1.1	26.1%	-3.5%[1.84 µM]	0.0%	-8.1	20.5%	-8.5%	9.0%
CCN(c1ccc(C)cc1)S(=O)(=O)c1nnc(NC(=O)c2ccco2)s1	-9.8%	0.0	18.2%	12.8%	?	?	-7.4%	-9.4%	-5.3%[11.6 µM]
CCOCCOC(=O)c1[nH]c2c(c1C)C(=O)CC(c1cc(OC)c(OC)c(OC)c1)C2 (configuration not stated)	-0.5%	-1.1	-3.7%	0.5%	-1.4%	-4.7	-2.3%	8.5%	-9.1%[57.1 µM]
N#Cc1c(NC(=O)c2cnn3cccnc23)sc2c1CCCC2	-3.5%	-1.2	-8.5%	1.4%	23.8µM*	-10.7	1.1%	6.5%	-9.8%
CC(=O)Nc1cc[n+](CC(=O)c2ccc(Cl)cc2)cc1	-2.2%	0.5	14.8%	-1.6%	-5.4%	2.9	-5.5%	-6.5%	6.9%
CCc1ccc(NC(=O)N2CCN(c3ccc(F)cc3)CC2)cc1	1.4%	-2.2	-21.0%	-14.8%	-13.4%	-1.6	-9.3%	-7.5%	4.8%
COc1ccc(/C=C/C=C2\N=C(SC)SC2=O)cc1	-17.9%	-2.7	-12.7%	-9.8%	-7.9%	-6.3	0.3%	5.9%	172.0%[activator]
O=C(CSc1nnc(SCC(=O)NCc2ccc3c(c2)OCO3)s1)NCc1ccc2c(c1)OCO2	0.0%	-3.2	-5.8%	-19.8%	-2.4%	nt	1.4%	-6.1%	1.7%
O=[N+]([O-])c1cccc(-c2noc(-c3ccco3)n2)c1	-6.2%	0.0	-3.5%	14.8%	-0.2%	0.6	-1.8%	4.7%	2.2%
CCn1c(COc2ccccc2OC)nnc1SCC#N	9.6%	-3.6	5.5%	0.4%	0.0%	-0.3	4.8%	-6.5%	0.9%
CCCS(=O)(=O)N1CCC(C(=O)NCc2ccc3c(c2)OCO3)CC1	5.4%	0.1	-42.2%	-8.1%	2.1%	1.2	5.8%	-4.8%	1.5%
COc1cc(CN2CCN(C(=O)c3ccc(-c4ccccc4)cc3)CC2)cc(OC)c1OC	2.9%	-3.3	13.9%	2.5%	1.1%	3.8	-0.4%	-3.7%	-6.9%
COc1ccc(NC(=O)C(=O)NCCC2CCCCN2S(=O)(=O)c2ccccc2)cc1 (configuration not stated)	9.0%	-3.9	-6.9%	-3.3%	-11.3%	-11.3	-14.2%	2.2%	0.0%
CCOc1ccccc1NC(=O)C(CC)Sc1nc2ccncc2[nH]1 (configuration not stated)	-7.7%&-12.0%	0.5	-1.0%&-6.2%	-5.5%	0.3%	-6.4	-6.1%	-20.0%	11.7%
O=C(Nc1ccc(Cl)cc1)OCc1ccccn1	7.8%	-2.6	-1.0%	0.3%	-16.0%	-4.1	0.4%	7.5%	-3.6%
COc1cc(/C(C#N)=C/c2cccc3ccccc23)c([N+](=O)[O-])cc1OC	-4.9%	-2.2	-11.7%	4.6%	-17.2%	8.2	-9.3%	14.1%	2.4%
O=C(N/N=C/c1ccc(Cl)cc1)c1nc2ccc([N+](=O)[O-])cc2c(=O)[nH]1	-21.6%	-0.6	10.8%	13.2%	18.9µM*	-60.4*	?	-7.4%	-10.4%[11.6 µM]
C=CC[C@H](CC(=O)NCCO)C(=O)N[C@@H](C)COC(=O)[C@@H](CC=C)CC(=O)OC(C)(C)C	5.6%	-0.1	12.5%	-3.0%	3.9%	-8.4	2.3%	-13.8%	12.1%

Shown with bars between the fields: 3 of the compounds above.
canonical_smiles | Abeta rescue | IL2 activator | FUS suppressor | aSyn rescue | PLK1 PBD inh | PI5P4Ka inh | EPAC1 antag | EPAC1 ag | WRN inhibitor
O=C(CSc1nnc(SCC(=O)NCc2ccc3c(c2)OCO3)s1)NCc1ccc2c(c1)OCO2 | 0.0% | -3.2 | -5.8% | -19.8% | -2.4% | nt | 1.4% | -6.1% | 1.7%
O=[N+]([O-])c1cccc(-c2noc(-c3ccco3)n2)c1 | -6.2% | 0.0 | -3.5% | 14.8% | -0.2% | 0.6 | -1.8% | 4.7% | 2.2%
CCn1c(COc2ccccc2OC)nnc1SCC#N | 9.6% | -3.6 | 5.5% | 0.4% | 0.0% | -0.3 | 4.8% | -6.5% | 0.9%

Next section
SMILES	Abeta rescue	IL2 activator	FUS suppressor	aSyn rescue	PLK1 PBD inh	PI5P4Ka inh	EPAC1 antag	EPAC1 ag	WRN inhibitor
Cc1ccc(S(=O)(=O)N(C)C[C@@H]2Oc3ccc(NC(=O)CCC(F)(F)F)cc3CC(=O)N([C@@H](C)CO)C[C@@H]2C)cc1	0.0%	-0.3	33.1%	-4.6%	-10.3%	4.1	-8.6%	-19.4%	-1.2%
COc1ccc(NC(=O)c2ccc(-n3cncn3)c([N+](=O)[O-])c2)cc1	7.8%	-0.3	9.6%	-4.7%	-16.7%	-7.5	?	0.4%	2.7%
O=C(N/N=C/c1cccc(O)c1)C(=O)N1CCCCCC1	-11.4%	0.9	16.6%	0.9%	0.0%	-2.3	6.4%	-0.9%	-11.2%
Cc1nc(C)c(C(=O)OCC(=O)Nc2cccc(C)c2C)s1	-9.6%	0.4	nt	-2.1%	3.4%	-1.4	-4.2%	-3.8%	-2.4%
Cn1c2ccccc2n2c(=O)c(=O)n(CC(=O)c3ccc(Cl)cc3)nc12	11.2%	-0.1	23.1%	2.9%	-2.6%	3.0	6.7%	2.6%	-3.3%
COc1ccc(CC2(CO)CCN(S(=O)(=O)c3cccc4cccnc34)CC2)cc1	18.4%	1.4	12.6%	6.8%	-8.6%	0.6	-2.6%	1.3%	1.5%
N#Cc1cc([N+](=O)[O-])ccc1Oc1ccc(-c2nnco2)cc1	2.1%	1.0	1.0%	1.1%	-4.6%	-4.2	2.5%	2.0%	0.4%
CS(=O)(=O)Nc1ccccc1-c1cccc2nccn12	-10.7%	0.1	-14.7%	-14.1%	-11.2%	-4.5	1.3%	-4.2%	-7.2%
CCC(C)N1C(=O)CCC1C(=O)N1CCN(c2ccc(F)cc2)CC1 (configuration not stated)	-2.7%	0.7	nt	-2.7%	4.5%	-4.5	10.7%	-9.9%	3.5%
Cc1ccccc1C(=O)N/C(=C/c1ccc(-c2cccnc2Cl)o1)C(=O)NCCCN1CCN(C)CC1	-15.7%	-2.4	14.3%	3.3%	-3.4%	6.7	3.5%	-2.7%	-13.2%
Cc1cc(C#N)c2ccccc2n1	0.1%	0.2	-9.7%	-2.6%	-10.2%	7.4	1.7%	8.0%	-2.5%
O=C(O)CC12CC3CC(C1)CC(n1ncc(NCc4ccccc4)c(Cl)c1=O)(C3)C2	-4.8%	-1.2	19.6%	-1.7%	-7.1%	-5.3	2.4%	-0.5%	-13.7%
Cc1cc(S(=O)(=O)NCC(C)C)ccc1OCC(=O)NC1CC1	8.8%	0.4	8.6%	0.7%	-6.7%	2.1	6.6%	-8.6%	-12.3%
OC(c1cccnc1)c1nc(/C=C/c2ccc(C(F)(F)F)cc2)cs1 (configuration not stated)	-22.6%	0.3	22.0%	-3.2%	-11.5%	3.5	-15.2%	-8.9%	-6.2%
CCC(=O)Nc1nc2nc(C)cc(=O)n2[nH]1	19.4%	1.4	-11.6%	-2.5%	-1.2%	-1.6	-1.3%	0.8%	-7.2%
CC(=O)Nc1ccc(OCc2nnc(-c3ccc(Cl)cc3)o2)cc1	-5.3%	0.2	18.8%	7.5%	-6.6%	-1.2	2.9%	8.6%	-1.9%
c1ccc(-c2ccc(-c3nc(-c4cccnc4)no3)cc2)cc1	9.5%	0.3	-18.0%	11.6%	-4.1%	nt	10.8%	10.1%	-4.7%
COc1cc(NC(=O)CSc2nc3c(c(=O)n(C)c(=O)n3C)n2C)cc(OC)c1	1.1%	1.2	-11.2%	4.7%	4.3%	-5.7	8.6%	-4.5%	-4.6%
CCOc1cc(S(=O)(=O)NCc2ccccn2)ccc1Cl	23.2%	-0.2	9.5%	2.5%	2.1%	nt	-5.9%	-2.0%	-11.2%
CCOc1ccc(Cl)cc1-c1cc(C(=O)NCc2ccccc2OC)[nH]n1	-1.7%	-0.7	?	?	-17.2%	0.3	-14.2%	0.8%	-6.2%
CC(=O)c1ccc(OC(=O)CCc2ccccc2)cc1	5.2%	2.9	-9.3%	0.7%	-1.2%	-0.1	-4.0%	5.3%	13.4%
COc1cc(NC(=O)C(c2ccccc2)c2ccccc2)c(C(=O)O)cc1OC	-1.7%	0.2	6.4%	1.1%	-1.2%	-2.6	-8.4%	-8.6%	-4.0%
COC(=O)C1CCN(C(=O)COC(=O)c2cc([N+](=O)[O-])ccc2N2CCOCC2)CC1	4.2%	1.3	nt	1.3%	-1.0%	-2.4	0.6%	2.7%	-0.1%

Screening data as filed in PubChem.
